Assay outcomes as filed in PubChem.
Anthrax LF inh2: blocks Bacillus anthracis lethal factor protease | P15917 | multiplex microsphere protease cleavage assay, LF | inhibition, % at 10 µM | 360,000 compounds, 0.12% hits; further: plate controls were buffer without enzyme for full effect and enzyme alone for no effect
Target sequence (P15917 whole entry, looked up): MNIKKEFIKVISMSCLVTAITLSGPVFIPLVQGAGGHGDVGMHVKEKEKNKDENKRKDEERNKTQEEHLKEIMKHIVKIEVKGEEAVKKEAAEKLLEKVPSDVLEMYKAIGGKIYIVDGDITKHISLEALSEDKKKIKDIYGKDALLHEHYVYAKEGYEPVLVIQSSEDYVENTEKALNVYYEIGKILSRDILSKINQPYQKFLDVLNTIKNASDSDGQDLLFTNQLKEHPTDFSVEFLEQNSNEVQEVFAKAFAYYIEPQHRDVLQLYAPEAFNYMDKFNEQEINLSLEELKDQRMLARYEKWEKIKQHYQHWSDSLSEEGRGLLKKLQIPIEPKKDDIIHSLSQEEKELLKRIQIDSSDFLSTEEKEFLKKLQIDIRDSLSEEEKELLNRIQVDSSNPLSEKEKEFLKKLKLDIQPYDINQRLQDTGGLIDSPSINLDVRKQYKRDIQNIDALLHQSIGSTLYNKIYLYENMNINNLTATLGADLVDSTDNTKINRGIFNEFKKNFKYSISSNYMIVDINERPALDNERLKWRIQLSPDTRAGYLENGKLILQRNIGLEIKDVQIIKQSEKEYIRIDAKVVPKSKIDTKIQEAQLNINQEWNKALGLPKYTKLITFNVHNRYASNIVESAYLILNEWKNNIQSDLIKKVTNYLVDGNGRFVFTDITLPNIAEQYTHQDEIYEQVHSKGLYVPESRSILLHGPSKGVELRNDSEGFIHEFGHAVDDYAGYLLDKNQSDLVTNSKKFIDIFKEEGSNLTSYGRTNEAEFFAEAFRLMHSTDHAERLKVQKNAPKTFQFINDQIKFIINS
BoNT F protease: BoNT F light chain protease inhibition; Multiplex microsphere protease cleavage assay, flow cytometry; 360,000 compounds, 0.22% hits; inhibition, % at 10 µM; in the data active means inhibition above about 35%, passing the limit was not always enough; inconclusive means no clear call, values can overlap the other calls; further: plate controls were buffer without enzyme for full effect and enzyme alone for no effect
FadD28 binding: blocks FadD28 binding to the bisubstrate probe; fluorescence polarization; 360,000 compounds, 0.22% hits; AID 588549; inhibition, % at 12.5 µM; in the data active means inhibition above about 8.5%, passing the limit was not always enough; inconclusive means no clear call, values can overlap the other calls
Yp Topo-I inh: blocks Yersinia pestis topoisomerase I activity | activity, % at 10 µM | Y. pestis Topo-I cleavage product accumulation, plate reader | AID 504884 | 360,000 compounds, 0.064% hits; in the data active means activity above about 50%, passing the limit was not always enough; inconclusive means no clear call, values can overlap the other calls; further: inactives centre near 2
PrPC TRFRET: inhibitors of human cell surface prion protein PrPC. P04156. TR-FRET read-out. inhibition, % at 13.8 µM. 370,000 compounds, 0.43% hits. AID 720596; in the data active means inhibition above about 24%; further: 0% = median of the test wells and 100% = reference compound wells
PfHsp40 rescue: restores yeast growth despite PfHsp40 toxicity; S. cerevisiae expressing PfHsp40, growth rescue, ATP luminescence; growth rescue, % at 12.5 µM; 340,000 compounds, 0.68% hits; in the data active means growth rescue above about 28%, passing the limit was not always enough; inconclusive means no clear call, values can overlap the other calls;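 further: yeast W303a lacking pdr1 and pdr3 grown in galactose medium; growth measured after three days at 30 °C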
BoNT A protease: blocks Botulinum neurotoxin A light chain protease. multiplex microsphere protease substrate cleavage, flow cytometry. inhibition, % at 10 µM. 360,000 compounds, 0.17% hits. AID 588499; further: plate controls were buffer without enzyme for full effect and enzyme alone for no effect
CCHF vOTU inh: CCHFV vOTU protease inhibition | Pep-AMC fluorescence | inhibition, % at 11.5 µM | 370,000 compounds, 0.55% hits | AID 651958; in the data active means inhibition above about 30%; further: 0% = vehicle wells with enzyme and 100% = no enzyme wells
TcdB GH inh: TcdB glycohydrolase inhibition; 350,000 compounds, 0.24% hits; inhibition, % at 9.99 µM; TcdB glycohydrolase enzymatic assay, plate reader; P18177; in the data active means inhibition above about 10%
* marks the source's active call; other numbers are inactive results; ? = inconclusive; . = no result given; & = joins results of further samples. Unless noted, no stated cut-off is given here; in the data, active means inhibition above about 30%; inconclusive means no clear call, values can overlap the other calls; inactive means below that.

The opening four records, to show the layout:
SMILES	Anthrax LF inh2	BoNT F protease	FadD28 binding	Yp Topo-I inh	PrPC TRFRET	PfHsp40 rescue	BoNT A protease	CCHF vOTU inh	TcdB GH inh
CONC(=O)C1CCN(C(=O)OCc2ccccc2)CC1	-1	-11	-3.1	-5	4	-0.2	0.0	4	.
Cc1cc(-c2cccs2)c2c(N)c(C(=O)c3ccc4c(c3)OCO4)sc2n1	22	16	-4.4	9	-12	0.3	56*	-1	-1.3
CC(Sc1nc2ncc(Cl)cc2[nH]1)C(=O)c1c(N)n(C)c(=O)n(C)c1=O (stereo not given)	0	10	-3.5	3	-7	-0.4	2.0	-1	0.8
COc1cc(/C=N/NC(=O)COc2ccc(C)cc2)ccc1OC(=O)c1cccs1	-4	-1	-3.6	2	7	2.3	-0.3	-2	1.0

Main list, from the first entry:
SMILES	Anthrax LF inh2	BoNT F protease	FadD28 binding	Yp Topo-I inh	PrPC TRFRET	PfHsp40 rescue	BoNT A protease	CCHF vOTU inh	TcdB GH inh
CONC(=O)C1CCN(C(=O)OCc2ccccc2)CC1	-1	-11	-3.1	-5	4	-0.2	0.0	4	.
Cc1cc(-c2cccs2)c2c(N)c(C(=O)c3ccc4c(c3)OCO4)sc2n1	22	16	-4.4	9	-12	0.3	56*	-1	-1.3
CC(Sc1nc2ncc(Cl)cc2[nH]1)C(=O)c1c(N)n(C)c(=O)n(C)c1=O (stereo not given)	0	10	-3.5	3	-7	-0.4	2.0	-1	0.8
COc1cc(/C=N/NC(=O)COc2ccc(C)cc2)ccc1OC(=O)c1cccs1	-4	-1	-3.6	2	7	2.3	-0.3	-2	1.0
O=C(N/C(=C/c1cccc(Br)c1)c1nc(=S)[nH][nH]1)c1ccccc1	20	13	-5.0	-11	0	0.5	18	21	.
CSc1nnc(COc2ccc(C)cc2)n1N	-1	2	-3.1	3	8	0.5	0.3	-1	.
CCN(CC)CCCNC(=O)C1c2cc(OC)c(OC)cc2C(=O)N(C)C1c1cccs1 (stereo not given)	2	10	-0.6	0	-2	-1.2	0.1	1	.
O=C(CN1CCOCC1)Nc1ccc2c(c1)OCO2	0	0	-1.9	1	6	-0.9	0.1	-6	-0.6
COc1cc2cc(CN(CCN3CCCC3)C(=O)Nc3ccc(F)cc3)c(=O)[nH]c2cc1OC	.	.	-4.7	5	1	-0.8	.	-3	.
Cc1cccc(CCNC(=O)CCS(=O)(=O)c2cc3c(cc2C)NC(=O)CO3)c1	-3	-1	-0.7	0	0	0.0	1.1	14	3.9
COc1ccc(CCN2C(=O)c3ccccc3C2c2nnnn2Cc2ccccc2)cc1OC (stereo not given)	4	7	.	.	2	.	0.7	2	0.7
COc1ccc(CNC(=O)C2CCC(CNc3c(N4CCCCC4)c(=O)c3=O)CC2)cc1 (stereo not given)	1	-3	-2.4	3	2	-1.2	-0.3	8	0.0
O=C(NCCN1CCOCC1)c1nn2c(c1Cl)NC(c1ccccc1)CC2C(F)(F)F (stereo not given)	0	-18	0.4	12	-7	1.0	-1.6	-10	.
COc1cc(CC(=O)Nc2ccccc2N2CCOCC2)cc(OC)c1OC	-15	1	-3.7	8	5	-0.8	0.7	8	0.3
Cc1ccc(C)c(N(CC(=O)N2CCCCCC2)S(C)(=O)=O)c1	-12	?	0.0	5	10	-1.2	-1.0	-9	0.2
O=C1Nc2ccccc2C1C(C[N+](=O)[O-])c1ccccn1 (stereo not given)	-5	-22	-1.0	10	-5	0.9	-1.4	6	1.4
CCC(=O)Nc1ccc(-c2cc(-c3ccccc3)nc(-c3ccc(NC(=O)CC)cc3)n2)cc1	9	-12	-0.1	-1	0	0.1	0.7	-6	.
COc1ccc(NC(=O)CSc2nc3sc(C)cc3c(=O)n2C)c(OC)c1	0	-2	-3.7	8	1	-1.0	-0.5	6	0.9
COc1ccc(C2=NS(=O)(=O)N(C)C(C(=O)N3CCc4ccccc4C3)=C2)cc1OC	-1	-5	-4.7	14	0	5.5	0.7	3	0.4
CCCS(=O)(=O)NC(=O)C1(C)CCCN(C(=O)c2cc(-c3cccs3)oc2C)C1 (stereo not given)	-5	1	0.4	1	-4	.	0.3	6	1.9
COc1ccc(N=C2S/C(=C\c3cc(C)n(C)c3C)C(=O)N2CC(C)C)cc1	-3	-16	-2.2	1	-11	0.5	-0.5	8	.
O=C(O)C1Sc2[nH]c(=O)sc2C2c3cc(Cl)ccc3OC(=O)C12 (stereo not given)	-3	2	2.8	7	-5	0.4	2.7	-6	.
Cc1cc2ccccn2c1C(=O)Nc1ccc(Cl)cc1	-3	-8	-3.9	-3	-4	-0.8	-0.1	8	0.8
OCC[C@H]1C[C@H](O)[C@@H](O)[C@@]2(Cc3ccccc3O2)O1	3	-2	-4.1	1	2	-0.5	0.5	-4	-0.5
O=S(=O)(Nc1ncn[nH]1)c1ccc2ccccc2c1	-4	-23	-2.6	1	1	0.3	-1.5	8	.
COc1ccc([C@@H]2CC=C(C(=O)O)[C@H](c3ccccc3F)N2S(=O)(=O)c2ccc(C)cc2)cc1OC	-5	-16	0.6	5	-1	0.7	-1.4	9	0.0
COc1ccc(C(=O)OCC(=O)Nc2cccc(S(=O)(=O)N3CCCCCC3)c2)cc1[N+](=O)[O-]	-4	-1	0.2	1	8	-0.4	0.7	15	1.1
CCOC(=O)c1sc(NC(=O)CSc2nccc(C)n2)c(C#N)c1C	-5	?	-2.7	1	-4	-0.8	0.4	3	.
CC(Cc1cccs1)NC(=O)c1cccc(Cl)c1 (stereo not given)	0	2	-1.6	0	5	-1.0	0.5	8	0.8
CCn1c(SCC(=O)Nc2ncc(C(F)(F)F)cc2Cl)nnc1-c1cccc(C)c1	-1	-2	-4.5	19	13	-0.3	-0.2	2	.
CCOc1ccc(NC(=O)COC(=O)c2c[nH]c3ccccc23)cc1	-1	0	-1.2	1	-1	.	-0.6	5	0.9
CNc1cc(-c2ccc(OC)c(OC)c2)ncn1	-4	0	-1.5	0	7	.	0.0	-4	0.6
O=[N+]([O-])c1ccc(S(=O)(=O)N2CCN=C2SCc2cccnc2)cc1	-5	-12	-1.0	1	-13	-1.0	-0.1	-7	2.1
CC(=O)Nc1ccc(S(=O)(=O)NNC(=O)COc2ccc(C)cc2)cc1	0	-6	-0.8	7	1	-0.5	0.5	12	0.2
CCN(CC)CCOc1ccc(/C(=C(/Cl)c2ccccc2)c2ccccc2)cc1	-13&-13	-20&-8	-5.7&-16	5&-1	15	-2.0&-2.2	-2.5&-0.6	11	1.3&-1.1
CC(C)CCNC(=O)Cc1ccccc1[N+](=O)[O-]	0	-8	-2.7	-4	-12	-0.7	-0.4	-3	.
COc1cc(S(=O)(=O)N(Cc2ccccn2)Cc2ccccc2Cl)ccc1-n1cnnn1	-6	-12	-2.1	-3	-3	0.3	-1.7	-15	.
COc1cccc(Nc2nc(-c3sc(C)nc3C)cs2)c1	-10	17	-1.0	-5	-6	0.3	0.4	0	0.2
CCOc1ccccc1CNS(=O)(=O)c1ccc(-c2cnc(C3CC3)o2)cc1	-1	2	-5.8	16	21	1.3	-1.7	18	-0.3
Nc1cccc(C(=O)Nc2ccc(N)cc2Cl)c1	-4	0	-2.1	10	8	0.4	-0.1	1	-4.8
COc1ccc(N2CCN(C(=O)COC(=O)/C=C/c3ccc(C(F)(F)F)cc3)CC2)cc1	-2	8	0.2	5	1	0.2	-6.1	-4	0.0
COc1ccc(S(=O)(=O)N2CCC(C(=O)NCc3ccncc3)CC2)cc1C	-6	-13	0.5	0	-3	-0.7	-3.6	0	1.8
CCc1ccc(C(=O)NNC(=O)C2CSC3(C)CCC(=O)N23)cc1 (stereo not given)	-4	-14	-4.1	2	-7	0.3	-1.4	-7	-0.8
CCOCC(=O)Nc1cc(C)on1	-1	-3	-1.2	11	5	0.8	-0.7	8	0.4
O=C(Nc1nc(=O)n(C(=O)C2CC2)s1)c1ccccc1	11	-1	0.3	-8	0	1.4	0.3	-6	2.3
C=CCNC(=O)c1cc(-c2ccccc2O)on1	-7	4	0.7	-7	-11	-0.9	0.4	16	0.6
O=Cc1cc2ccccc2nc1SCc1ccc(Cl)cc1	-3	-17	-1.3	1	-4	-0.7	-0.4	4	.
CCCNC(=O)OCC12CC3CC(CC(C3)C1)C2	0	-4	-0.4	-6	-6	0.1	-1.0	5	0.8
Cc1nc(C)n(CCNC(=O)c2ccco2)n1	.	.	2.6	5	3	0.3	.	-13	0.0
CCOC(=O)c1sc2nc(C)nc(SCC(=O)NC(C)CCc3ccccc3)c2c1C (stereo not given)	2	2	-0.9	-4	-5	-0.3	0.3	5	-0.1
Cc1ccccc1-n1nc2c(c1NC(=O)c1ccc3c(c1)OCO3)CS(=O)(=O)C2	-1	-2	-3.8	-1	3	0.1	0.7	3	0.7
O=C(CN1C(=O)C2CC=CCC2C1=O)Nc1nnc(SCc2ccc(F)cc2)s1 (stereo not given)	-1	2	1.2	-10	-6	0.1	0.6	8	.
O=C(COC(=O)c1ccco1)Nc1nc2ccc([N+](=O)[O-])cc2s1	1	5	-1.2	3	-18	-0.1	1.4	15	0.5
Cc1cccc2c(=O)c(C(=O)NCc3cccs3)c[nH]c12	-3	3	-1.5	-3	9	-0.5	-0.9	5	-0.1
Cn1c(/C=C/c2ccc(Cl)cc2)c([N+](=O)[O-])c(=O)n(C)c1=O	-13	-18	-4.6	7	2	0.1	2.0	1	1.4
COc1ccc2oc(C)c(C(N)=O)c2c1	-5	0	0.0	-10	4	0.1	-1.5	6	.
CC1(C)CN=C(c2ccccc2)NC1	2	7	-3.1	2	4	-1.3	0.5	2	0.7
CC(=O)C(CC(=O)N1CCCc2ccccc21)C(=O)Nc1ccc(F)cc1 (stereo not given)	-5	-31	-1.2	-3	2	-0.1	-2.8	-3	.
Cn1cc(S(=O)(=O)N2CCCC2)cc1C(=O)NCc1ccc(F)cc1	-4	2	-2.0	1	14	-0.4	0.0	5	-5.8
O=S(=O)(Nc1ccon1)c1ccc(F)c(F)c1	1	-1	0.2	-5	2	-1.0	0.1	-6	2.5
Next structures
SMILES	Anthrax LF inh2	BoNT F protease	FadD28 binding	Yp Topo-I inh	PrPC TRFRET	PfHsp40 rescue	BoNT A protease	CCHF vOTU inh	TcdB GH inh
C[C@H](CO)N1C[C@H](C)[C@@H](CN(C)C(=O)NC2CCCCC2)Oc2ccc(NS(C)(=O)=O)cc2C1=O	-5	-2	1.1	3	0	-1.7	-0.4	-5	-0.5&0.7
CCOC(=O)c1cc2sc(C)cc2n1CC(=O)N1CCc2ccccc21	3	-4	-4.1	4	-3	0.5	0.2	-15	.
CN(C(=O)COC(=O)c1ccc(S(=O)(=O)N2CCOCC2)cc1)c1ccccc1	-2	-5	-0.2	2	3	-1.8	-0.8	-7	0.1
O=c1cc(-c2ccccc2)nc(SCc2ccc(F)cc2)[nH]1	-1	1	-1.0	14	-2	3.3	-0.2	-7	.
COc1ccc(CN2CCNC(=O)C2CC(=O)NCCSc2nccn2C)c(OC)c1 (stereo not given)	-5	-5	-2.1	0	-1	0.7	-1.1	6	-0.7
N#C/C(=C\c1ccccc1)C(=O)Nc1nncs1	-3	-19	0.9	-3	-4	0.7	-0.8	14	1.1
CCc1nnc(NS(=O)(=O)c2ccc(NC(=S)NC(=O)/C=C/c3ccc(C(C)C)cc3)cc2)s1	-4	-9	-11	-12	.	-1.0	-2.7	.	.
Cc1ccc(C(NC(=O)c2ccccc2S(C)(=O)=O)c2ccccc2)cc1 (stereo not given)	12	-37	-0.6	10	-3	0.4	-6.0	6	3.0
CCOC(=O)/C(=N\Nc1ncnc2ccccc12)c1ccc(OC)cc1	7	6	0.5	-3	-12	-1.5	10	13	0.6
O=C(CCNC(=O)c1ccc(Br)cc1)NCC(c1ccco1)N1CCCCC1 (stereo not given)	.	.	1.0	7	-3	-1.1	.	-3	1.8
Oc1ccc(-c2nnc(SCc3ccccc3)o2)cc1	4	?	-5.9	4	5	3.8	0.7	-9	0.7
COc1ccc(NS(=O)(=O)c2cccc(C(=O)OCC(=O)N3CCN(c4ccc(OC)cc4)CC3)c2)cc1	-4	-7	-2.9	32	4	1.4	1.8	3	2.3
O=C1CC(c2cccc(Br)c2)c2cc3c(cc2N1)CCC3 (stereo not given)	-7	-6	-2.5	3	19	13	-1.2	16	.
Cc1ccc(C(=O)C2=C(O)C(=O)N(c3ncccn3)C2c2ccc(F)cc2)o1 (stereo not given)	-7	?	-3.1	4	4	-0.2	-0.3	-7	1.7
